Screening data (PubChem)
CHX counter: counter-screen for Shiga toxin inhibitors: cycloheximide protein synthesis inhibition; cell reporter, cycloheximide protein synthesis inhibition counterscreen; max response, %; 300,000 compounds, 12% hits; AID 2314; in the data active means max response mostly above about 13%, no sharp cut-off; inactive means mostly below about 14%; further: read at 38.3 µM for the half of the compounds with a filed dose; 0% is about no effect
Pf growth 48h: inhibits P. falciparum growth in the first generation, 48 h. P. falciparum luciferase growth in erythrocytes, 48 h. Potency, µM (highest dose often 28.7 µM), without a hit: at the top dose activity change, negative = inhibition, actives largely listed as inhibitors. 310,000 compounds, 5.9% hits; further: potency means the concentration at half of the fitted maximal effect; on the % scale 0 is the no-effect control and ±100 the full control effect
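Compounds are pin-transferred into medium, infected erythrocytes (2% hematocrit, 0.1% parasitemia final) are added, and plates sit one parasite generation at 37 C in 5% CO2. Detection reagent is then added and luminescence measured.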
Pf growth 96h: inhibits malaria parasite growth, 96 h | P. falciparum luciferase reporter growth, 96 h | Potency, µM (top dose mostly 28.7 µM), for the others: top-dose activity change, negative = inhibition, most hits filed as inhibitors | 320,000 compounds, 6.9% hits | AID 504834; further: potency means the concentration at half of the fitted maximal effect; on the % scale 0 is the no-effect control and ±100 the full control effect
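Delayed-death screen, second-generation endpoint: infected erythrocytes, 2% hematocrit, 0.05% parasitemia final; 96 hours at 37 C, 5% CO2; luciferase detection reagent; luminescence decrease equals reduced growth.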
Shiga inhibitor: inhibitors of Shiga toxin in Vero cells. Vero cells, Shiga toxin protein synthesis inhibition reporter. inhibition, % at 38.7 µM. 290,000 compounds, 9.2% hits. AID 2315; in the data active means inhibition mostly above about 28%, no sharp cut-off; inactive means mostly below about 43%; further: 0% is about no effect
HCV inh: HCV inhibition; Huh7.5.1 HCVcc-Cre infection, luciferase reporter, 44 h; 340,000 compounds, 3.4% hits; Potency, µM (series often up to 41.8 µM), without a hit: at the highest dose activity change, negative = inhibition, usual class: inhibitors; further: potency means the concentration at half of the fitted maximal effect; on the % scale 0 is the no-effect control and ±100 the full control effect
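Compounds are dispensed onto cells plated 4 h earlier at 1,000 per well, with HCVcc-Cre virus (about 0.5 moi) added next. Following 44 h of culture, luminescent signal is measured for 15 sec after 15 min with substrate at room temperature.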
FBPA Giardia inh: blocks Giardia fructose-bisphosphate aldolase activity | purified Giardia FBPA | Potency, µM (series often up to 59.6 µM), for the others: at the top dose activity, negative = inhibition, actives largely listed as inhibitors | 290,000 compounds, 0.71% hits; further: potency means the concentration at half of the fitted maximal effect; on the % scale 0 is the no-effect control and ±100 the full control effect; nearly all actives have a fitted effect of over 55% in size
Target sequence (A8B2U2 whole entry, looked up): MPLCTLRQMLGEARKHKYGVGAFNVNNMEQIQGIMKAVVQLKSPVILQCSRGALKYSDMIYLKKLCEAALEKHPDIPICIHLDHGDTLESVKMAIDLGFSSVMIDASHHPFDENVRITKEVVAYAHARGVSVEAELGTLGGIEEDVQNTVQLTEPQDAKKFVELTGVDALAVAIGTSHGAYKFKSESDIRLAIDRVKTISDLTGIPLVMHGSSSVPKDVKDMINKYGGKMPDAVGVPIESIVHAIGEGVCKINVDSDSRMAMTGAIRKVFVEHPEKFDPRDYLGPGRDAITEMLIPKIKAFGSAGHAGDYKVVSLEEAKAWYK
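40 nM FBPA preincubated 10 min at RT with compound (up to 57.5 uM final), then substrate plus GAPDH/TPI/NAD/arsenate coupling and diaphorase/resazurin added. Fluorescence read after 20 min at RT, 525/598 nm.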
* hit, by the source's call; ? = inconclusive; / = not tested or not shown; & = joins results of further samples; [ ] = remark or other dose. Unless noted, the call rests on the fitted dose curve; in most records, active means well fitted curve in the direction sought with a large enough effect; inconclusive means small, poorly fitted or top-dose-only effect, or another doubt; inactive means no such curve, though single readings can be large; an effect the other way counts as inactive or inconclusive.

SMILES	CHX counter	Pf growth 48h	Pf growth 96h	Shiga inhibitor	HCV inh	FBPA Giardia inh
Cc1cccc(N2CCCC2=Nc2ccc(Br)cc2C#N)c1	-2	-2%	?	-24	?	-1%
O=C(Nc1cccc(-c2cccc(Cl)c2)c1)C1CCN(Cc2ccc(CO)o2)CC1	-2	-17%	?	-14	10µM*	5%
CC(C)N(CCC(C(N)=O)(c1ccccc1)c1ccccn1)C(C)C (configuration not stated)	-3	-10%	-5%	-8	-6%&2%	-2%&-1%&1%&-2%
O=C(NC1CCN(S(=O)(=O)c2ccccc2C(F)(F)F)CC1)c1ccco1	-1	-41%	10%	5	5%	-1%
COc1cccc(NC(=O)CN(C)C(=O)c2ccc(NC3CC3)c([N+](=O)[O-])c2)c1	/	?	?	/	-6%	/
COc1ccc(CNC(=S)Nc2cccc(OC)c2)cc1	-3	0%	?	9	-11%	4%
CC(c1ccccc1)[n+]1ccccc1 (configuration not stated)	/	9.3µM*	12µM*	/	?	/
COc1ccc(C(C(N)=O)c2ncc(C(F)(F)F)cc2Cl)cc1OC (configuration not stated)	3	1%	2%	-4	1%	7%
COc1cc(/C=C2\SC(=Nc3ccc(O)cc3)NC2=O)cc(OC)c1O	-1	3.7µM*	9.3µM*	-11	?	-3%
O=C(OC1CCCCC1=O)c1cc(S(=O)(=O)N2CCOCC2)ccc1F (configuration not stated)	-2	?	?	-7	2%	/
CCOc1ccc2nc(N3CCC(C(=O)N4CCN(c5ncccn5)CC4)CC3)sc2c1	26*	-2%	?	39	-11%	-3%
CN(C=[N+](C)C)c1cccc2c1C(=O)c1ccccc1C2=O	7	9%	-13%	11	?	?
Cc1ccc(S(=O)(=O)Nc2ccc3nc(N)sc3c2)cc1	-2	-12%	/	-4	13µM*	7%
Cc1ccc(C)c(CN2CCC(CNC(=O)Nc3ccc(C)c(C)c3)CC2)c1	2	4.1µM*	14%	-11	-27%	3%
CCc1c(C)c2ccc(OCC(=O)N(C)C)c(C)c2oc1=O	7	4%	?	20	-22%	4%
Cc1nnc(SC(C(=O)Nc2cc(Cl)cc(Cl)c2)c2ccccc2)[nH]c1=O (configuration not stated)	-2	?	?	-8	14%	14%
Cc1nn(-c2cc(N(S(C)(=O)=O)S(C)(=O)=O)c(Cl)cc2Cl)c(=O)n1C	-3	0%	-12%	-6	12%	6%
CC(C)CNC(=O)COC(=O)CCC(=O)c1cccs1	-3	3%	26%	1	5%	1%
COC(=O)c1c(NC(=O)COC(=O)[C@@H](NS(=O)(=O)c2cccc(Cl)c2)C(C)C)sc2c1CCC2	-2	?	?	34	?	-3%
Cc1ccc(/C=C/C2=Cc3c(sc(NC(=O)CSc4n[nH]c(N)n4)c3C#N)C(C)(C)C2)o1	-1	?	24%	11	/	-18%
CC(=O)Nc1ccc(C)c(NS(=O)(=O)c2cccc(C(F)(F)F)c2)c1	-2	1.9µM*	3.7µM*	-3	21%	5%
C#CCOCCOCCOCCNc1nc(N2CCN(C(=O)CCCCCCCCCCNC(=O)[C@H](CCCCN)n3cc(CCO)nn3)CC2)nc(N2CCN(C(=O)CCCCCCCCCCNC(=O)[C@H](CCCCN)n3cc(CCO)nn3)CC2)n1	/	4.1µM*	7.4µM*	/	8%	/
CC(C)c1cc(C(C)C)c(S(=O)(=O)NNC(=O)c2ccncc2)c(C(C)C)c1	-2	-1%	10%	-4	6%	-12%
O=C1c2ccccc2C(=O)N1/N=C/c1ccc(O)c(O)c1O	24*	?	-12%	55*	29%	7.9µM*
FC(F)Sc1ccc(NC(=S)NCC2CCCCC2)cc1	14	/	-105%	92	32µM*	1%

Next part
SMILES	CHX counter	Pf growth 48h	Pf growth 96h	Shiga inhibitor	HCV inh	FBPA Giardia inh
COc1ccc(OC)c(S(=O)(=O)N2CCCC(C(=O)NCc3ccco3)C2)c1 (configuration not stated)	-6	-3%	-1%	-2	10%	0%
CCC(=O)N(Cc1ccc2c(c1)OCO2)Cc1cc2cc(OC)ccc2[nH]c1=O	3	?	3%	3	-10%	-18%
COc1ccc(C(C)=O)cc1CSc1nncn1C	-4	8%	-1%	-6	13%	0%
CCCn1cc(S(=O)(=O)CC(=O)NC2CCCCC2)c2ccccc21	-1	-14%	?	-8	1%	3%
Cc1ccc(N(CN2CCCC2=O)C(=O)c2ccc(C)c(C)c2)cc1	17*	3%	?	23	?	0%
CC(OC(=O)Cn1[nH]c(=O)c2ccccc2c1=O)C(=O)NC1(C#N)CCCCC1 (configuration not stated)	/	10µM*	?	/	4%	/
COCCn1c(COc2ccccc2)nnc1SCC(N)=O	-5	11%	?	-53	20%	0%
COCCOC(=O)c1c(C)oc2ccc(NS(=O)(=O)c3cccs3)cc12	-5	6%	9%	1	-11%	0%
Cc1c(C(=O)NNC(=O)c2csc(N3CCOCC3)n2)cccc1[N+](=O)[O-]	/	4%	6%	/	6%	/
COc1ccc(S(=O)(=O)NCCc2c[nH]c3ccccc23)cc1OC	3	/	-7%	6	-12%	-11%
C=C(C)C1CCC2(C(=O)O)CCC3(C)C(CCC4C5(C)C(C=O)C(O)C(C)(C)C5CCC43C)C12 (configuration not stated)	-2	?	?	2	?	12%
COc1ccccc1Cn1c(C(C)C)nc2ccccc21	-3	?	?	-11	-9%	11%
CC(C)[C@H](NC(=O)[C@@H]1CSC2c3ccccc3C(=O)N21)C(=O)NCC1CCCO1 (some centres not stated)	11	-26%	?	15	15%	/
CCC(CC)N1CCN(CC2CC=CCC2)CC1 (configuration not stated)	-2	-3%	15%	-3	3%	?
CCN(CC)C(=O)c1cc(-c2ccc3c(c2)OCO3)on1	62*	160%[activator]	?	77*	7%	1%
O=S(=O)(Nc1ccc(O)cc1)c1cccc2cccnc12	3	/	7%	8	7%	-4%
COCCn1nnnc1SCC(=O)c1ccccc1	14*	31%[activator]	?	34	-6%	0%
Cc1ccc(S(=O)(=O)N(C)c2ccccc2C(=O)NC2CCCC2)cc1	3	-20%	?	8	9%	3%
Cc1ccc(-n2c(O)c(C=NCc3ccco3)c(=O)[nH]c2=S)cc1C	1	?	-10%	-7	11%	?
C/C(=N/NS(=O)(=O)c1ccc(C)cc1)[C@H]1C[C@@H]1c1ccccc1	-1	-17%	10%	17	-10%	1%
Cc1nn(Cc2ccccc2)c(Cl)c1/C=C/C(=O)OCC(=O)N1CCCC1=O	22	-3%	?	11	1%	7%
Cc1nc2cc(NC(=O)N3c4ccccc4CC3C)ccc2o1 (configuration not stated)	42*	138%[activator]	/	73*	?	?
CCOC(=O)C1NN=C(C(=O)c2ccc(C)cc2)C1c1ccc(C)cc1 (configuration not stated)	-2	?	10µM*	10	4%	1%
Cc1cc(NC(=O)CSc2nnc(Cc3cccn3C)n2CCc2ccccc2)no1	9	?	30%	-12	-8%	-4%
Fc1ccc(Nc2ncnc3sccc23)cc1	11	26%	28%	35	0%	6%

17 entries from above, reformatted:
molecule | CHX counter | Pf growth 48h | Pf growth 96h | Shiga inhibitor | HCV inh | FBPA Giardia inh
COc1ccc(OC)c(S(=O)(=O)N2CCCC(C(=O)NCc3ccco3)C2)c1 (configuration not stated) | -6 | -3% | -1% | -2 | 10% | 0%
CCC(=O)N(Cc1ccc2c(c1)OCO2)Cc1cc2cc(OC)ccc2[nH]c1=O | 3 | ? | 3% | 3 | -10% | -18%
COc1ccc(C(C)=O)cc1CSc1nncn1C | -4 | 8% | -1% | -6 | 13% | 0%
CCCn1cc(S(=O)(=O)CC(=O)NC2CCCCC2)c2ccccc21 | -1 | -14% | ? | -8 | 1% | 3%
Cc1ccc(N(CN2CCCC2=O)C(=O)c2ccc(C)c(C)c2)cc1 | 17* | 3% | ? | 23 | ? | 0%
CC(OC(=O)Cn1[nH]c(=O)c2ccccc2c1=O)C(=O)NC1(C#N)CCCCC1 (configuration not stated) | / | 10µM* | ? | / | 4% | /
COCCn1c(COc2ccccc2)nnc1SCC(N)=O | -5 | 11% | ? | -53 | 20% | 0%
COCCOC(=O)c1c(C)oc2ccc(NS(=O)(=O)c3cccs3)cc12 | -5 | 6% | 9% | 1 | -11% | 0%
Cc1c(C(=O)NNC(=O)c2csc(N3CCOCC3)n2)cccc1[N+](=O)[O-] | / | 4% | 6% | / | 6% | /
COc1ccc(S(=O)(=O)NCCc2c[nH]c3ccccc23)cc1OC | 3 | / | -7% | 6 | -12% | -11%
C=C(C)C1CCC2(C(=O)O)CCC3(C)C(CCC4C5(C)C(C=O)C(O)C(C)(C)C5CCC43C)C12 (configuration not stated) | -2 | ? | ? | 2 | ? | 12%
COc1ccccc1Cn1c(C(C)C)nc2ccccc21 | -3 | ? | ? | -11 | -9% | 11%
CC(C)[C@H](NC(=O)[C@@H]1CSC2c3ccccc3C(=O)N21)C(=O)NCC1CCCO1 (some centres not stated) | 11 | -26% | ? | 15 | 15% | /
CCC(CC)N1CCN(CC2CC=CCC2)CC1 (configuration not stated) | -2 | -3% | 15% | -3 | 3% | ?
CCN(CC)C(=O)c1cc(-c2ccc3c(c2)OCO3)on1 | 62* | 160%[activator] | ? | 77* | 7% | 1%
O=S(=O)(Nc1ccc(O)cc1)c1cccc2cccnc12 | 3 | / | 7% | 8 | 7% | -4%
COCCn1nnnc1SCC(=O)c1ccccc1 | 14* | 31%[activator] | ? | 34 | -6% | 0%

Going on with the list:
SMILES	CHX counter	Pf growth 48h	Pf growth 96h	Shiga inhibitor	HCV inh	FBPA Giardia inh
CCOC(=O)c1c(S(=O)(=O)NC2CCN(C(=O)OCC)CC2)c(C)n(C)c1C	-4	9%	-8%	6	18%	/
CCOC(=O)c1ccc(N(C(=O)CNC(=O)c2ccco2)C(C(=O)NCC2CCCO2)c2ccc(OC)c(OC)c2)cc1 (configuration not stated)	1	0%	77%[activator]	-13	-3%	3%
CSc1ccc(CNc2nc3ccccc3n3cnnc23)cc1	10	17%	12%	8	19%	0%
COc1cnn(-c2cccc(C)c2)c(=O)c1Cl	19*	9%	150%[activator]	15	8%	7%
Cn1nc(C(F)(F)F)c(-c2ccc(Br)cc2)c1NC(=O)c1nccnc1C(=O)O	1	15%	33%[activator]	-4	-2%	7%
Fc1ccc(-c2csc(-c3cccnc3)n2)cc1F	23	/	0%	61*	?	21%
COC(=O)c1ccc(CN2C(=O)NC3(CCCCC3C)C2=O)o1 (configuration not stated)	3	-5%	-22%	16	7%	4%
CSCCC(NC(=O)c1ccccc1Cl)C(=O)N1CCCCC1 (configuration not stated)	/	2%	-25%	/	0%	/
COc1cc(/C=N/NC(=O)Cn2c([N+](=O)[O-])cnc2C)ccc1OC(=O)N(C)C	-3	/	-7%	1	5%	4%
COc1ccc(CCNC(=O)CNCC2CCCCC2)cc1OC	-1	?	-28%	22	-1%	?
CC(NC(=O)c1ccc2ccccc2n1)c1ccc(Br)cc1 (configuration not stated)	8	2%	?	-3	-21%	4%
COc1ccc(NC(=O)Cn2nnc(C(=O)NCCc3ccccc3)c2N)c(OC)c1	-2	0%	29%	-6	-21%	-1%
CCNc1nc(NCC)nc(N/N=C/c2ccc(N(C)C)cc2)n1	5	13µM*	?	11	8%	6%
CCOC(=O)C(=O)c1c(-c2ccccc2)nc2ccccn12	0	11%	43%[activator]	-11	?	2%
O=C(CCc1nnc2ccc(NCc3ccc(F)cc3)nn12)NC1CCCC1	-2	21%	40%[activator]	10	16%	-1%
CC(C)c1ccc(-c2nn(-c3ccccc3)cc2C2C(C#N)=C(N)OC3=C2C(=O)CC(C)(C)C3)cc1 (configuration not stated)	7	?	36%[activator]	1	?	-12%
CCOC(=O)COn1c(-n2nc(C)cc2C)nc2ccccc2c1=O	2	3.7µM*	1.5µM*	13	22%	11%
O=C(O)c1ccc2c(c1)C1C=CCC1C(c1cc3c(cc1Br)OCO3)N2 (configuration not stated)	-2	1%	?	-28	0%	16%
